ATXN viability – cell viability loss in ATXN counter-screen; S2 cells (HEK-293 line with an ATXN2-luciferase reporter) viability, CellTiter-Fluor protease fluorescence, 24 h; Potency, µM (doses to about 56.7 µM), most hits filed as cytotoxic; 400,000 compounds, 0.49% hits; AID 651635; also: potency is read from the fitted curve at half-maximal effect; nearly all actives have a fitted effect of over 40% in size
A549 tox – A549 cytotoxicity, counter-screen for Nrf2 inhibitors | A549 ARE-Fluc cells, CellTiter-Fluor viability, 18-24 h | Potency, µM (top dose mostly 46 µM), for the others: at the top dose activity change, negative = cytotoxicity, hits mostly inhibitors | 390,000 compounds, 0.16% hits | AID 504648; also: potency is read from the fitted curve at half-maximal effect; % is scaled to controls: 0 for no effect and ±100 for the full control effect
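Cytotoxicity counterscreen: CellTiter-Fluor fluorescence was measured in A549 ARE_Fluc cells after 18-24 h of compound exposure in a concentration series. The subsequent BugLite luminescent read reports ARE-luciferase activity.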
ATXN2 expr inh – inhibitors of ATXN2 expression; HEK-293 ATXN2-luciferase reporter, luminescence, 24 h; Potency, µM (top dose mostly 57 µM), inactives show top-dose activity change, negative = inhibition, most hits filed as inhibitors; 360,000 compounds, 0.72% hits; also: potency is read from the fitted curve at half-maximal effect; % is scaled to controls: 0 for no effect and ±100 for the full control effect; nearly all actives have a fitted effect of over 55% in size
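qHTS (up to 57 uM final) was run with 24 h compound exposure of reporter cells at 37 °C. Each well was multiplexed: SteadyGlo luminescence measured ATXN2-luciferase expression after a fluorogenic Gly-Phe-AFC viability readout (25 uM final).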
HepG2 viability – HepG2 cytotoxicity, counter-screen for TGF-b inhibitors; HepG2 CAGA-GFP viability, ATP luminescence, 18 h; Potency, µM (doses to about 46.1 µM), inactives show at the highest dose activity change, negative = cytotoxicity, most hits filed as cytotoxic; 410,000 compounds, 0.76% hits; also: potency is read from the fitted curve at half-maximal effect; some results filed as inactive show a strong effect at the top dose
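HepG2 CAGA-GFP cells (1000/well, DMEM with 1% FBS) received compound, then TGF-beta at 500 pg/mL final, and were incubated 18 hours at 37 degrees C. Viability was read by CellTiter-Glo luminescence. Media-only wells were set as complete cell-killing and DMSO as no toxicity.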
TGFb inhibitor – blocks TGF-b signaling; HepG2 CAGA-GFP TGF-b/SMAD3 reporter, GFP fluorescence, 18 h; TGF-beta stimulated, 500 pg/mL final; AID 588855; Potency, µM (series often up to 46.1 µM), for the others: top-dose activity, negative = inhibition, actives largely listed as inhibitors; 410,000 compounds, 1.2% hits; also: potency is read from the fitted curve at half-maximal effect; % is scaled to controls: 0 for no effect and ±100 for the full control effect; nearly all actives have a fitted effect of over 65% in size
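TGF-beta reporter screen: HEPG2 CAGA-GFP, 1% FBS, 500 pg/mL TGF-beta final, 18 h; per-cell GFP summed per well; curves fitted and categorized by class.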
IL-2 act – activates IL-2 in a cell-based reporter assay; IL-2 activation reporter assay, cell-based qHTS; stimulated with anti-CD3/CD4/CD28 beads; in transgenic mouse T cells; activation, % (series mostly up to about 46 µM); 360,000 compounds, 0.065% hits; in the data active = activation above about 50%; inconclusive = mostly about 30% to 49%; also: 0% is about no effect
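Using fluorescent plate cytometry, EGFP and DsRed are detected in transgenic mouse T cells stimulated 18 h at 37 degrees C with antibody-coated beads after 60 min compound pretreatment.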
Nrf2 block – inhibitors of Nrf2 signaling; A549 ARE-Fluc reporter, luciferase luminescence, 18-24 h; Potency, µM (top dose mostly 46 µM), for inactives: top-dose activity change, negative = inhibition, usual class: inhibitors; 360,000 compounds, 2.1% hits; AID 504444; also: potency is read from the fitted curve at half-maximal effect; % is scaled to controls: 0 for no effect and ±100 for the full control effect; nearly all actives have a fitted effect of over 60% in size
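Quantitative HTS in A549 cells stably bearing an antioxidant response element-firefly luciferase construct. Inhibition of Nrf2-driven transcription was scored by luminescence after 18-24 h of compound exposure at 37 °C.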
Nrf2 ARE act – activators of Nrf2 (ARE) signaling; 410,000 compounds, 0.31% hits; AREc32 ARE-luciferase reporter (MCF7-derived line), luminescence, 24 h; Potency, µM (highest dose often 46.1 µM), for inactives: at the top dose activation, actives largely listed as activators; also: potency is read from the fitted curve at half-maximal effect; % of control where 0% means no effect; nearly all actives have a fitted effect of over 65% in size
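Luminescent ARE reporter assay in AREc32_Fluc cells: overnight plating at 37 deg C, 24 hr compound incubation, Steady-Glo added, 30 min RT before reading.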
EPAC2 ag – agonists of human EPAC2 (RAPGEF4); EPAC2 activation, biochemical qHTS; response scale: 100% = 6.5 mM cAMP response; Potency, µM (doses to about 154 µM), inactives show top-dose activation, most hits filed as activators; 360,000 compounds, 0.079% hits; also: potency is read from the fitted curve at half-maximal effect; nearly all actives have a fitted effect of over 50% in size
Target sequence (Q8WZA2 whole entry, looked up): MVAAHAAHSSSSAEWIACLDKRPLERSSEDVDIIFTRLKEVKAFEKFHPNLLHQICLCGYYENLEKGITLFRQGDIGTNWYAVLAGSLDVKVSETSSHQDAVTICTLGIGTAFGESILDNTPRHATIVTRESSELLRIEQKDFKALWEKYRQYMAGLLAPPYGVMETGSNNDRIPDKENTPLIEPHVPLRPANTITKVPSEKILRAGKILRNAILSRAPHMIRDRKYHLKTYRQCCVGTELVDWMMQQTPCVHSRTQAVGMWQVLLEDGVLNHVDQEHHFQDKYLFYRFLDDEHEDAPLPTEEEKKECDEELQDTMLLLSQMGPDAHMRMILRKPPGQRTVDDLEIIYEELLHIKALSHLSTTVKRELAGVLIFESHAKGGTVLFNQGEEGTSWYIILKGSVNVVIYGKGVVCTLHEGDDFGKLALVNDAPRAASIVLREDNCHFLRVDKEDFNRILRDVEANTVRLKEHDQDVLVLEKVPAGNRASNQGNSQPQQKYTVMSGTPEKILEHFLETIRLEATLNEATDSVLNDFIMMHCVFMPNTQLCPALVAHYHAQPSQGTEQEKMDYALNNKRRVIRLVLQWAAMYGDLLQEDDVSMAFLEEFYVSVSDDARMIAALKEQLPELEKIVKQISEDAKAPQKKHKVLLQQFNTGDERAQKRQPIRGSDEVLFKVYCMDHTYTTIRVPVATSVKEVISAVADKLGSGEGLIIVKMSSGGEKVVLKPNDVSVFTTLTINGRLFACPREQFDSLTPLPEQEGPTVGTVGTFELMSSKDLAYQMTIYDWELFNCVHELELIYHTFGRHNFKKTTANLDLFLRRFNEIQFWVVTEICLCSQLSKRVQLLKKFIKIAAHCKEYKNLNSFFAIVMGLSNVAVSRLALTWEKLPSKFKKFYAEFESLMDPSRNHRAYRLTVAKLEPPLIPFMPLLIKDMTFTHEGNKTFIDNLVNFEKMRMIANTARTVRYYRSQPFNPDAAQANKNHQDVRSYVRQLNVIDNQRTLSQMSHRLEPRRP
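Each well held 100 nM EPAC2, 250 nM RAP1B-BODIPY-GDP and 50 uM GDP. Fluorescence, read at 5-min intervals to 30 min, was referenced to a 6.5 mM cAMP positive control.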
* = called active by the depositor; i = inactive; ? = inconclusive; · = no result given; & = joins results of further samples; [ ] = remark or other dose. Unless noted, calls follow the shape of the dose curve; as a rule, active = well fitted curve in the direction sought with a large enough effect; inconclusive = small, poorly fitted or top-dose-only effect, or another doubt; inactive = no such curve, though single readings can be large; an effect the other way counts as inactive or inconclusive.

Compound | ATXN viability | A549 tox | ATXN2 expr inh | HepG2 viability | TGFb inhibitor | IL-2 act | Nrf2 block | Nrf2 ARE act | EPAC2 ag
COc1ccccc1CNC(=O)CC(c1ccc(OC)c(OC)c1)N1Cc2ccccc2C1=O (stereo not drawn) | i | -6.8% | 6.6% | -15.6% | -4.2% | · | 7.8% | 0.0% | ·
CN(C)CCN(Cc1cc2cc3c(cc2[nH]c1=O)OCCO3)C(=S)NCC1CCCO1 (stereo not drawn) | i | 6.8% | -3.0% | -45.1% | -16.7% | 3.8 | 11.4% | 3.3% | 12.5%
CCOC(=O)C1CCCN(S(=O)(=O)c2ccc(N3CCCCS3(=O)=O)cc2)C1 (stereo not drawn) | i | -0.2% | 10.1% | -1.0% | -14.3% | · | · | -1.2% | ·
COc1ccc(CN2CCNC(=O)C2CC(=O)NCCSc2nccn2C)c(OC)c1 (stereo not drawn) | i | 0.3% | -13.1% | -2.9% | -7.1% | 1.0 | -1.6% | 2.0% | 0.2%
O=C(Nc1cccc(F)c1)Nc1c[nH]c(=O)[nH]c1=O | i | 1.5% | 5.0% | -11.3% | 18.6% | 1.2 | 10.5% | -0.3% | -0.6%
CCCC(=O)N1CC(=O)Nc2ccc(C)cc2C1c1ccc(F)cc1 (stereo not drawn) | i | -4.2% | 6.6% | 3.9% | 4.9% | -1.3 | -3.2% | -0.2% | 3.3%
CCCOc1ccc(C(=O)CCC(=O)OCC(=O)N(CC)c2c(N)n(Cc3ccccc3)c(=O)[nH]c2=O)cc1 | i | -7.3% | · | -5.2% | -2.6% | 0.3 | 9.0% | 0.3% | -2.0%
COc1cccc(OCC(O)CN2CCN(CCO)CC2)c1 (stereo not drawn) | i | 7.3% | -1.8% | -12.7% | 15.7% | 0.8 | -3.6% | -1.1% | 10.4%
COc1cccc(CNC(=O)CCc2nnc3n(CC(C)C)c(=O)c4ccccc4n23)c1 | · | -2.4% | · | 1.1% | 36.7%[activator] | · | 9.9% | 0.2% | ·
Cc1cccc(NC(=O)CN(C)S(=O)(=O)c2cccs2)c1 | i | 15.4% | 39.1%[activator] | 0.3% | 7.0% | -2.3 | 25.4% | -0.2% | 9.8%
CO/C([O-])=N/c1c[n+](-c2ccc(C)cc2)no1 | i | -4.3% | 7.8% | 17.0% | -3.4% | -0.2 | ? | 2.1% | -6.6%
CCN1CCN(Cc2ccc(NC(=O)c3ccc(C)c(NC(=O)C[C@@H]4NC(=O)[C@H](Cc5ccccc5)NC4=O)c3)cc2C(F)(F)F)CC1 | i | 2.2% | -1.5%&-3.6% | 1.2%&-12.6% | 5.4%&-28.1% | 1.6&0.5 | -20.3% | -1.0%&-1.4% | 6.4%&10.4%
CCOC(=O)c1c(NC(=O)Cc2cccs2)sc(C)c1C | i | 0.4% | 3.5% | -28.6% | -0.2% | -0.5 | 8.1% | 5.7% | -2.3%
O=C(NCc1ccccc1)C1CCCN1S(=O)(=O)c1ccc(F)cc1 (stereo not drawn) | i | -1.1% | 5.1% | 21.9% | -9.8% | 1.2 | -6.2% | 0.1% | 7.1%
COC(=O)C1=C(C)NC(=O)NC1c1cc(Cl)ccc1OC (stereo not drawn) | i | -24.3% | 3.1% | -33.4% | -1.3% | -0.2 | ? | 0.4% | -0.1%

Compound | ATXN viability | A549 tox | ATXN2 expr inh | HepG2 viability | TGFb inhibitor | IL-2 act | Nrf2 block | Nrf2 ARE act | EPAC2 ag
O=c1c2[nH]c3ccccc3c2ncn1CCC1=CCCCC1 | i | -9.5% | -21.4% | -15.3% | 4.1% | -1.2 | 29.9% | 2.8% | 1.1%
Cc1ccc(S(=O)(=O)N(C)C(=O)NC(=O)NS(=O)(=O)c2ccccc2)cc1 | i | 0.7% | -14.4% | -6.7% | -4.4% | -2.3 | 2.7% | 0.4% | -0.1%
CC(NC(=O)c1ccccc1)c1nnc(SCC(=O)NC2CCCC2)n1C (stereo not drawn) | i | 0.8% | 5.7% | -3.7% | 8.7% | -2.6 | -3.0% | -1.1% | -0.5%
CCCCN(CC)Cc1ccc(CNC(=S)Nc2c(C)cc(C)cc2C)o1 | ? | -12.7% | -12.6% | -22.1% | -4.2% | 0.3 | -24.0% | -0.7% | 14.6%
COc1ccc(CCNc2nc3ccccc3n3nnnc23)cc1OC | i | -2.4% | 41.7%[activator] | 33.1% | -1.0% | -0.2 | 1.6% | 6.8% | 0.7%
CCc1cc2cc3c(cc2nc1SCC(=O)Nc1nnc(C)s1)OCCO3 | i | 2.1% | -36.8% | -3.0% | 0.4% | -1.1 | ? | 0.4% | -1.1%
COC(=O)CSc1nnc(CSc2nc(C)cc(C)n2)n1Cc1ccco1 | i | 3.4% | 2.5% | 0.3% | 1.0% | 2.9 | 5.5% | -0.3% | 5.4%
CCC(c1nnnn1Cc1ccco1)N(CCc1ccccc1)Cc1cc2ccc(OC)cc2[nH]c1=O (stereo not drawn) | i | ? | 14.2% | 8.1% | ? | -0.2 | ? | 10.7% | -0.5%
Cc1[nH]c(C)c(S(=O)(=O)Nc2cccc(Cl)c2C)c1C(=O)N1CCCCC1 | i | -7.9% | 9.0% | -21.8% | 0.1% | 1.8 | 14.1% | -0.5% | 1.5%
COC(=O)C1=C(C)NC(C)=C(C(=O)OC)C1c1ccc(N(C)C)cc1 | i | -8.0% | 4.2% | 5.0% | 13.6% | -3.1 | -24.6% | 2.1% | -10.2%
Cc1ccc(-n2nc(C)c3c(C)cc(=O)n(CC(=O)Nc4cccc(C)c4C)c32)cc1 | i | -0.5% | 1.2% | 3.6% | -5.5% | · | ? | -0.6% | ·
Cc1ccc(C(=O)NNC(=O)CCN2C(=O)C3CCCCC3C2=O)cc1 (stereo not drawn) | i | -6.0% | 3.4% | 7.1% | 0.0% | -0.2 | 12.0% | -0.7% | 1.7%
O=C(O)c1ccc(CN(Cc2ccccc2)S(=O)(=O)c2ccc(Cl)cc2)cc1 | i | -12.1% | -8.5% | -9.6% | 4.3% | -5.4 | -15.0% | 0.4% | -4.7%
O=C(/C=C/c1ccccc1)N1CCN(CC(O)COc2ccccc2)CC1 (stereo not drawn) | i | -19.6% | 6.4% | -26.5% | -8.4% | -0.3 | 1.4% | 0.3% | -1.9%
COc1cc(C(=O)NCC(=O)N/N=C(C)\C=C\c2ccccc2)cc(OC)c1OC | i | -10.1% | -21.5% | 4.8% | 1.5% | 0.0 | ? | 5.9% | -10.0%

Compound | ATXN viability | A549 tox | ATXN2 expr inh | HepG2 viability | TGFb inhibitor | IL-2 act | Nrf2 block | Nrf2 ARE act | EPAC2 ag
COc1cccc(/C=c2/s/c(=C(\C#N)C(=O)N3CCOCC3)n(-c3ccccc3)c2=O)c1 | i | · | 0.4% | 2.0% | 13.0% | 4.5 | 2.1% | 0.2% | 1.6%
Oc1c(C(c2ccc(Cl)cc2Cl)N2CCN(Cc3ccccc3)CC2)sc2nc(-c3ccco3)nn12 (stereo not drawn) | ? | -7.9% | -9.0% | 15.8µM* | ? | · | · | 3.7% | ·
CCN1CCN(C(c2cc3cc4c(cc3[nH]c2=O)OCO4)c2nnnn2C(C)(C)CC)CC1 (stereo not drawn) | i | 3.2% | -2.9% | -4.1% | -0.4% | -0.8 | · | -0.3% | 3.4%
CN1CCN(S(=O)(=O)c2ccc(Oc3ccc(F)c(Cl)c3)nc2)CC1 | i | 4.3% | -19.6% | -5.1% | -0.3% | -3.0 | 10.6% | 0.0%[9.22 µM] | 0.6%
CC1(C)CC(=O)C(C=NCCCN2CCOCC2)=C(O)C1 | i | -5.0% | -1.3% | -30.8% | -11.8% | -0.5 | 7.3% | -0.4% | 3.4%
O=C1Nc2ccccc2C(O)(C(=O)NCc2ccc3c(c2)OCO3)N1c1ccccc1 (stereo not drawn) | i | 0.1% | -17.4% | -2.6% | 3.1% | -1.2 | 7.0% | -0.7% | -7.0%
CCCCN(CCCC)C(=O)C1(P(=O)(c2ccccc2)c2ccccc2)CCC1 | ? | -8.9% | -22.3% | -7.4% | ? | -1.1 | -19.0% | 0.0% | 4.8%
CCc1ccccc1N1CC(c2nc3ccccc3n2CCOc2ccc(Cl)c(C)c2)CC1=O (stereo not drawn) | ? | ? | ? | 10µM* | 11.2µM* | · | ? | -5.5% | ·
Cc1nn(C(=O)c2ccc(Br)cc2)c(C)c1Sc1ccccc1 | i | 2.3% | 7.2% | -25.8% | -15.7% | · | 2.9% | -0.9% | ·
O=C(CCC(=O)c1ccccc1)NC1CCCN(Cc2ccccc2F)C1 (stereo not drawn) | i | 4.1% | -13.2% | -5.6% | -23.6% | 0.6 | -5.6% | -0.9%[9.22 µM] | 2.7%
CC(C)c1ccc(N(CCc2ccccn2)C(=O)C(C)(C)C)cc1 | ? | -15.3% | -33.1% | 10.8% | 5.7% | -2.7 | -21.7% | -0.7% | -4.0%
Cc1ccc(C(=O)NCCc2nnc(SCC(=O)Nc3nc(-c4ccccc4)cs3)n2C)cc1 | ? | ? | -34.9% | 0.3% | 2.5% | -2.5 | -9.1% | 2.2% | 0.8%
COc1ccc(CC(C#N)(CO)c2nc3ccccc3[nH]2)cc1 (stereo not drawn) | i | 14.0% | 3.5% | 1.6% | 10.2% | -1.9 | 11.8% | 2.6% | 4.7%
CC1(C)CC(=O)c2c(O)cc(OCC(=O)N3CCN(c4ccccc4)CC3)cc2O1 | i | 0.2% | -11.0% | -15.9% | -1.1% | 0.6 | 22.4% | 4.1% | 6.1%
COc1ccc(NC(=O)CCCC2CCCCC2)cc1S(=O)(=O)N1CCCCC1 | i | 11.9% | -4.7% | 0.8% | ? | 2.2 | -23.5% | -0.4% | 7.2%
COCCNC(=O)C1CCCN(Cc2ccc(Cl)cc2)CC1 (stereo not drawn) | i | · | -1.3% | 6.6% | -1.6% | 0.8 | · | 0.1%[9.22 µM] | -0.7%
CCOC(=O)/C(C#N)=C\C1=C(N2CCCC2)CC(C)(CC)OC1 (stereo not drawn) | ? | ? | 0.7% | -1.6% | ? | -0.2 | 2.0% | 2.9% | -10.8%

Bioassay records deposited in PubChem by National Center for Advancing Translational Sciences (NCATS).
